Screening data from PubChem.
RORgamma inh: blocks mouse ROR gamma transcriptional activity | Drosophila S2 Gal4-RORgamma UAS-luciferase reporter, 20 h | Potency, µM (top dose mostly 53.6 µM), for inactives: top-dose activity change, negative = inhibition, actives largely listed as inhibitors | actives 5.4% (n = 310,000); also: potency is read from the fitted curve at half-maximal effect; % is scaled to controls: 0 for no effect and ±100 for the full control effect; nearly all actives have a fitted effect of over 60% in size
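In this cell-based reporter format, copper sulfate (700 uM final) drives Gal4–ROR gamma fusion expression from a metallothionein promoter in Drosophila Schneider cells; compounds preincubated 1 hr, reporter read after 20 hr at ambient temperature.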
KCNH2 3.1 inh: blocks the human KCNH2 3.1 channel isoform | U2OS KCNH2 3.1, thallium flux FluxOr; hits give low values | activity change, % (tested at about 1.8 µM) | actives 0.95% (n = 340,000) | AID 720553;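 active = maximum activity change below -70%; inconclusive = maximum activity change from -70% to -50%; inactive = maximum activity change above -50%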;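 also: thallium influx rate constant from kinetic fluorescence after stimulation buffer; % is scaled to controls: 0 for no effect and ±100 for the full control effect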
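Channel expression came from 3.1 mutant virus (1.77 x 10^8 /mL) applied to suspended U2OS cells for 4 h. Flux was tracked with FluxOr dye plus Red40 quencher, and kinetic rate constants normalized to controls.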
Gal4-VP16 FLuc: counter-screen for ROR gamma inhibitors: Gal4-VP16 reporter; Drosophila S2 Gal4-VP16 UAS-luciferase, luminescence, 20 h; Potency, µM (series often up to 53.6 µM), for inactives: at the top dose activity, negative = inhibition, actives largely listed as inhibitors; actives 3.5% (n = 310,000); AID 2546;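 also: Gal4-VP16 expression switched on by copper sulfate through the metallothionein promoter; potency is read from the fitted curve at half-maximal effect; % is scaled to controls: 0 for no effect and ±100 for the full control effect; nearly all actives have a fitted effect of over 50% in size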
ELG1 genotoxic: inducers of genotoxicity in HEK293T ELG1-luciferase cells. AID 504466. HEK293T ELG1-luciferase reporter, luminescence, 16 h. actives 1.3% (n = 330,000). Potency, µM (top dose mostly 46 µM), for the others: at the top dose activity change, positive = activation, most hits filed as activators; also: potency is read from the fitted curve at half-maximal effect; % of control where 0% means no effect; nearly all actives have a fitted effect of over 60% in size
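ELG1-luciferase HEK293T cells, 2,000/well; compound pinned in; 16 hr, 37 °C, 5% CO2; ONE-Glo, 30 min RT; luminescence on CCD imager.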
uPA surface inh: blocks generation of uPA at the cell surface | cell surface uPA generation assay, qHTS | AID 540303 | actives 0.31% (n = 330,000) | Potency, µM (top dose mostly 38.3 µM), for inactives: top-dose activity change, negative = inhibition, most hits filed as inhibitors; active = well fitted inhibition curve with a large enough effect; inconclusive = small, poorly fitted or top-dose-only effect; inactive = no such curve, though single readings can be large or run the other way; tested in mouse RAW 264.7 cells; also: potency is read from the fitted curve at half-maximal effect; % is scaled to controls: 0 for no effect and ±100 for the full control effect; nearly all actives have a fitted effect of over 55% in size
NPC1 prom act: NPC1 promoter activation; Huh7 NPC1 promoter luciferase reporter, 24 h; actives 2.4% (n = 320,000); AID 485313; Potency, µM (series often up to 9.22 µM), inactives show top-dose activation, most hits filed as activators;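 also: potency is read from the fitted curve at half-maximal effect; % of control where 0% means no effect; nearly all actives have a fitted effect of over 60% in size; reporter is driven by a mutant NPC1 promoter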
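Luminescence from an NPC1 promoter-driven luciferase reporter in stably transfected Huh7 cells was measured after 24 h compound treatment at 37 °C, followed by 10 min ambient incubation with luciferase detection reagent.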
Giardia killer: kills Giardia lamblia | Giardia lamblia trophozoite viability | activity change, % at 7.66 µM, hits read low | actives 0.15% (n = 340,000); in the data active = activity change below about -80%; inconclusive = between about -30% and that limit;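 also: parasites exposed to compound for two days anaerobically before the ATP read; % is scaled to controls: 0 for no effect and ±100 for the full control effect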
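ATP-content bioluminescence gauges trophozoite survival. Cells (100/well) receive compound and incubate anaerobically for 48 hrs at 37 deg C; detection reagent follows for 15-30 min at room temperature.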
FBPA coupling cs: coupling enzyme interference in Giardia aldolase counter-screen | actives 0.67% (n = 290,000) | coupling enzyme system counterscreen, AmpLite Red fluorescence | AID 2472 | activity change, negative = inhibition, % at 58.2 µM, hits read low; in the data active = activity change below about -30%; also: % is scaled to controls: 0 for no effect and ±100 for the full control effect
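Fluorescence at 525 nm excitation and 598 nm emission measured inhibition of the coupled detection system without aldolase. Compounds (at 57.5 uM final) were preincubated 10 min at room temperature with coupling enzyme reagent before a 20 min substrate/AmpLite Red step.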
Rab9 promoter act: activates the Rab9 promoter; Huh7 Rab9 promoter-luciferase reporter, luminescence, 24 h; Potency, µM (top dose mostly 9.22 µM), for the others: at the top dose activation, negative = inhibition, usual class: activators; actives 2.8% (n = 320,000); also: potency is read from the fitted curve at half-maximal effect; % of control where 0% means no effect; nearly all actives have a fitted effect of over 60% in size
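Using Huh7 cells stably transfected with Rab9 promoter–luciferase, compounds were incubated 24 h at 37 °C, 5% CO2; luciferase luminescence was read 10 min after reagent addition.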
FLuc counter: firefly luciferase modulation, counter-screen for miR-21 project | purified FLuc, Km substrates, luminescence inhibition | AID 588342 | actives 6.9% (n = 360,000) | P08659 | Potency, µM (titrated, usually from 57.5 µM), without a hit: top-dose activity change, negative = inhibition, hits mostly inhibitors;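 also: potency is read from the fitted curve at half-maximal effect; plate controls were vehicle for no effect and reference inhibitor for full effect; nearly all actives have a fitted effect of over 55% in size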
Target sequence (P08659 whole entry, looked up): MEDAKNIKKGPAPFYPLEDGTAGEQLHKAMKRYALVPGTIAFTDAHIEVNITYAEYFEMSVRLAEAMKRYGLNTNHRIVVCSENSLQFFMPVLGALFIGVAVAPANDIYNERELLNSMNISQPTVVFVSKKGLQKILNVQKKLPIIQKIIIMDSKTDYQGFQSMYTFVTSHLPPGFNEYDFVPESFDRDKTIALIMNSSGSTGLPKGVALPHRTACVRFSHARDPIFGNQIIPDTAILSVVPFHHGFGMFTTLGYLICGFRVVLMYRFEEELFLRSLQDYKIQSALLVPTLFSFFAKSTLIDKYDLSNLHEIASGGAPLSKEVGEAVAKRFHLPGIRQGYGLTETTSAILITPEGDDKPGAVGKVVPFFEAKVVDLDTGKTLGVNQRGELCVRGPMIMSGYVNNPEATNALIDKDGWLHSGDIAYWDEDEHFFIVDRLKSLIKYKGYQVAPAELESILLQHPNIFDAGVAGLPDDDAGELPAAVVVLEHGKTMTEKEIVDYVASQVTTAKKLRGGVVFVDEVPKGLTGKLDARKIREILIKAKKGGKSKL
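Purified P. pyralis luciferase (10nM final) with 10uM D-luciferin and 10uM ATP (Km levels) in 50mM Tris acetate pH 7.5, 10mM Mg acetate, 0.01% Tween-20, 0.05% BSA; qHTS 6-point titration, ~60 µM downward; luminescence read.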
Tb PFK block: blocks T. brucei phosphofructokinase. AID 485367. T. brucei PFK, ADP-Glo luminescence. actives 0.17% (n = 330,000). O15648. Potency, µM (titrated, usually from 57.5 µM), for the others: at the highest dose activity, negative = inhibition, hits mostly inhibitors;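 also: potency is read from the fitted curve at half-maximal effect; 0% = uninhibited 1x PFK enzyme wells and -100% = no-enzyme wells; nearly all actives have a fitted effect of over 60% in size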
Target sequence (O15648 whole entry, looked up): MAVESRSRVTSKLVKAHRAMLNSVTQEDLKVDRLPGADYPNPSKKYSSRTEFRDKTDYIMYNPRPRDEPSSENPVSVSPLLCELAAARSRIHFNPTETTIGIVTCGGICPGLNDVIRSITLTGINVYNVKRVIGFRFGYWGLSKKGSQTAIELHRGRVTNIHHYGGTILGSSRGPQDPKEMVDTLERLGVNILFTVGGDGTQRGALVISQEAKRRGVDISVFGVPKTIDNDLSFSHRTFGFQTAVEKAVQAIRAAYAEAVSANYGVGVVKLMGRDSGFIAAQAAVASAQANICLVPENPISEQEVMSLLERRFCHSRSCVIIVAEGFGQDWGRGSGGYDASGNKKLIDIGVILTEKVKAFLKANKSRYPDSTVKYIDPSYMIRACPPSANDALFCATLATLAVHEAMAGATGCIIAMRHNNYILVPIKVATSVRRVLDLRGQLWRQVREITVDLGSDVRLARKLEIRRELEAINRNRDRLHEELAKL
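Luminescent ADP detection (ADP-Glo, two-step: ATP depletion then ADP-to-ATP conversion for luciferase) reported PFK activity after 45 min room-temperature reaction of 1.25 nM enzyme with 0.5 mM F6P and 0.1 mM ATP at pH 8.0.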
An asterisk follows results filed as active; ? = inconclusive; . = not tested or not shown; & = joins results of further samples; [ ] = dose if it differs, or a comment. Unless noted, calls follow the shape of the dose curve; as a rule, active = well fitted curve in the direction sought with a large enough effect; inconclusive = small, poorly fitted or top-dose-only effect, or another doubt; inactive = no such curve, though single readings can be large; an effect the other way counts as inactive or inconclusive.

compound | Giardia killer | ELG1 genotoxic | KCNH2 3.1 inh | RORgamma inh | Rab9 promoter act | NPC1 prom act | Gal4-VP16 FLuc | uPA surface inh | FBPA coupling cs | FLuc counter | Tb PFK block
Cc1nnc(NC(=O)c2ccc3c(c2)NC(=O)CS3)s1 | -6 | -1% | -35 | . | 1% | -1% | . | -6% | . | -5% | -3%
CN(C)c1nc(Oc2ccc(/C=N/O)cc2)nc(N(C)C)n1 | -8 | -4% | -1 | 27% | 0% | -3% | -4% | -2% | 6 | 0% | 0%
CC1=C(C(=O)Nc2ccc(CC(=O)NCc3ccccc3C)cc2)SCCO1 | -17 | ? | -2 | -38% | ? | 17% | -11% | ? | . | 2.4µM* | 0%
CC(=O)c1ccc(NC(=O)CCCC(=O)c2ccccc2)cc1 | 42[activator] | 1% | 0 | 18% | 0% | -3% | -7% | 3% | 3 | -8% | -1%
CCOC(=O)C1=C(COC(=O)CCNS(=O)(=O)c2ccc(NC(C)=O)cc2)NC(=O)NC1C (stereo unspecified) | -7 | 2% | -13 | . | 8% | 0% | . | 2% | . | 2% | 0%
CCOC(=O)c1ccc(NC(=S)N2CCC(C(N)=O)CC2)cc1 | -3 | 8% | 0 | 2%[10 µM] | -2% | -4% | 4% | 0% | 0 | -6% | -1%
CC(C)c1c(C(=O)N/N=C/c2ccc(Cl)cc2Cl)nnn1-c1nonc1N | 12 | 5% | 14 | 2% | 0% | 3% | 1% | ? | . | 6µM* | 6%
O=C(COc1coc(CN2CCc3ccccc32)cc1=O)NCCc1ccccc1 | 11 | -5% | -13 | . | -3% | -1% | . | -6% | . | -2% | -21%
Cc1cc(C)nc(S/C=C/C(=O)c2ccccc2F)n1 | -4 | ? | -15 | 7.9µM* | -11% | -9% | 10µM* | -6% | 0 | 1.5µM* | -8%
CC(C)[C@H](NC(=O)c1ccccc1)C(=O)OCC(=O)Nc1sccc1C(N)=O | -8 | -2% | -7 | . | . | . | . | 4% | . | . | 0%
CC(C)(C)C1CCC2(CC1)NC(CO)(CO)CO2 (stereo unspecified) | 10 | 0% | -13 | -1% | 1% | -3% | -6% | 3% | 1 | -1% | -2%
CCOC(=O)c1c(NC(=O)CSc2ncn[nH]2)sc(C(=O)NC)c1C | -4 | 3% | 0 | 1% | 0% | -4% | -7% | -2% | 1 | 2% | ?
C=CCN(c1ccccc1)S(=O)(=O)c1cccc(C(=O)Nc2nc3ccccc3[nH]2)c1 | -6 | -8% | -9 | 2.8µM* | -7% | -1% | 4.5µM* | -8% | -1 | -1% | -2%
Cn1nc(C(C)(C)C)c([N+](=O)[O-])c1C(=O)Nc1cccc2ccccc12 | ? | -10% | -6 | ? | -11% | -2% | -7% | -1% | -7 | -8% | 9%
CCCCC(CC)C(=O)Nc1ccc(C)c(O)c1 (stereo unspecified) | 8 | -3% | -10 | 26% | -5% | -4% | 4% | 0% | 2 | 2% | -12%
CCCCn1c(=O)c(CCC(=O)OCC(=O)NC(=O)NCCC(C)C)nc2ccccc21 | -15 | 1% | -26 | 40% | 14% | -3% | 0% | -8% | 1 | -7% | -3%
COc1cc2[nH]c(=S)nc(NCc3ccc(C)cc3)c2cc1OC | 20 | -1% | -15 | 6.3µM* | 0% | 1% | 18µM* | -8% | 3 | -2% | 0%
Cc1ccc(CNC(=O)CCSCc2ccc(C)cc2)cc1 | -7 | -1% | -1 | -25% | -1% | 1% | 0% | -1% | 0 | -3% | 1%
Cn1c(N)c(C(=O)COC(=O)c2ccccc2C(=O)c2ccc(Cl)c([N+](=O)[O-])c2)c(=O)n(C)c1=O | 2 | -7% | -7 | . | . | . | . | -12% | . | . | 4%
Cc1ccc2nc(N3CCN(C(=O)c4cccs4)CC3)c(C#N)cc2c1 | -2 | 1% | ? | 4% | 4% | -4% | 2% | 4% | -2 | -8% | 3%
COc1cccc(NC(=O)Cn2nnc(C(=O)NCCc3ccccc3)c2N)c1 | 2 | 1% | -8 | -2% | 2% | 1% | 4% | 7% | 1 | 0%&0% | 2%
NC(=O)CC(NC(=O)c1ccccc1)c1ccc(NCC2CC2)c([N+](=O)[O-])c1 (stereo unspecified) | 2 | 1% | -39 | ? | -11% | -1% | -16% | -5% | -1 | 0% | 1%
N#C/C(=C/c1ccc(F)cc1)c1nnc(NC(=O)c2ccccc2)s1 | -14 | 0% | -8 | -1% | -2% | 0% | 1% | 2% | 2 | -6% | -1%
Cc1cccc(S(=O)(=O)Nc2ccc(-n3c(C)nc4ccccc4c3=O)cc2)c1 | -3 | -2% | 3 | . | -3% | -3% | . | -4% | . | 0% | 6%
C/C(=N\NC(=O)Cc1ccc(Cl)cc1)c1ccc(F)cc1 | -10 | 0% | 1 | ? | -1% | 2% | -7% | 5% | -6 | 2% | -17%
COc1cccc(/C=N/NC(=S)Nc2cccc(C(=O)O)c2)c1O | ? | 2% | 5 | ? | -6% | -3% | -22% | ? | 3 | 0.19µM* | 5%
O=C(Nc1cc([N+](=O)[O-])ccc1N1CCCC1)c1ccco1 | 5 | -6% | -2 | ? | 8% | 0% | 25% | -1% | 1 | 3% | -1%
O=c1cc(-c2cccc(Br)c2)oc2cccc(O)c12 | 5 | 10% | 12 | ? | 4% | -4% | 0% | -7% | 2 | -4% | 1%
O=[N+]([O-])c1ccccc1/C=C/C=N/Nc1nc(N2CCCCC2)nc(N2CCCCC2)n1 | 1 | -2% | 15 | 11µM* | -11% | -1% | -8% | 3% | 4 | 0% | -7%
COCCNC(=O)c1ccc(CS(=O)(=O)c2ccc(C)cc2)o1 | -8 | -6% | 0 | -17% | -5% | -1% | 9% | 2% | 3 | -1% | 1%
O=C(OC(C(=O)NCc1cccs1)c1ccc(F)cc1)c1ccco1 (stereo unspecified) | 7 | 0% | 5 | -31% | 3% | 0% | 2% | 3% | -2 | 1%[2.3 µM] | -1%
O=C(COC(=O)c1ccc(Cl)nc1)NCc1ccc2c(c1)OCO2 | 12 | 1% | -1 | 5% | 3% | 1% | 5% | -3% | 0 | 1% | -4%
O=C(C[n+]1cccc(CO)c1)Nc1nc2ccccc2s1 | 3 | 2% | 2 | 4% | -6% | -3% | -10% | 12% | 3 | -1% | -2%
CNc1nc(C)c(C(=O)c2ccc(Cl)cc2)s1 | 9 | 8% | 13 | 1% | 0% | -2% | ? | -10% | 3 | 0% | 0%
Cc1ccc(S(=O)(=O)Oc2ccccc2/C=C2/SC(=O)NC2=O)cc1 | 9 | -4% | 18 | 28% | 1% | -4% | 4% | -7% | -5 | 0% | -4%
CC(=O)c1ccc(C#CC(C)(C)O)s1 | 18 | -5% | -7 | 33% | -8% | 3% | -4%[0.365 µM] | -1% | 0 | 4% | 1%
COC(=O)CSC1=C(C#N)C(c2cccc(F)c2)CC(=O)N1 (stereo unspecified) | 17 | -2% | 5 | -2% | -11% | -13% | -5% | -17% | 4 | 5% | 2%
O=C(O)c1ccc2c(c1)C(=O)N(CCc1ccccc1)C2=O | 24 | 0% | 8 | 2% | 3% | 3% | 2% | 3% | 11 | -3% | -1%
CCOc1cccc(CN2CCC(n3nccc3NC(=O)C3CCCC3)CC2)c1 | -11 | 1% | -17 | -12% | -5% | 0% | -6% | -2% | . | 3% | -1%
O=C(O)c1ccc(NS(=O)(=O)c2cc(Cl)ccc2Cl)cc1O | -3 | 8% | 1 | -4% | 1% | -3% | 0% | 4% | 11 | 1% | 5%

Not a hit list (roughly 14% active in at least one column).
